Source: PubChem
GPR151 ag – activators of human GPR151, primary screen, cell-based, PathHunter beta-arrestin, luminescence; AID 1508602, 2020; 650,000 tested, 1% active; activation, % at 11.2 µM; G-protein coupled receptor 151 (Homo sapiens), Q8TDV0; PathHunter beta-arrestin GPR151 cells; in the data active means activation above about 4.9%;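 further: 0% = median of compound wells and 100% = cells with positive control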
Target sequence (Q8TDV0 whole entry, looked up): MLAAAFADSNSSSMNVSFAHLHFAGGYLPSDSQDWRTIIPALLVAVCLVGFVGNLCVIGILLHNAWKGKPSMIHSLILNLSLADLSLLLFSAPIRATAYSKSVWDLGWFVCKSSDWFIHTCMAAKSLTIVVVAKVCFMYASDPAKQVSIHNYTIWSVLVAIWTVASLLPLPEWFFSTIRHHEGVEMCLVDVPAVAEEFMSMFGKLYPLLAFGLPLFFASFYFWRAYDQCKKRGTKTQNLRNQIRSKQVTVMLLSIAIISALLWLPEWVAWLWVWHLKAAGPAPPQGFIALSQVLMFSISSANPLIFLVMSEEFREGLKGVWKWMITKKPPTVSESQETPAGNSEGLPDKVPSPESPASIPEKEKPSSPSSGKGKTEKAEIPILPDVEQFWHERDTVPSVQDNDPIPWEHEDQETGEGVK
FBW7 act – FBW7 E3 ligase activators, primary screen, biochemical, AlphaScreen, human; AlphaScreen FBW7–phospho-cyclin E peptide binding, activator screen; normalized activity (activation), % at 26.1 µM; 650,000 tested, 0.13% active; AID 1259310, 2017; in the data active means normalized activity above about 1.9%;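 further: purified mutant Fbw7 with reduced substrate affinity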
MITF primary – MITF inhibitors, primary screen, biochemical, AlphaScreen, human | AlphaScreen MITF homodimerization, bead proximity signal | 650,000 tested, 0.91% active | AID 1259374, 2018 | inhibition, % at 2.6 µM | Microphthalmia-associated transcription factor (Homo sapiens), O75030; in the data active means inhibition above about 50%;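 further: 0% = vehicle wells with protein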
Target sequence (O75030 whole entry, looked up): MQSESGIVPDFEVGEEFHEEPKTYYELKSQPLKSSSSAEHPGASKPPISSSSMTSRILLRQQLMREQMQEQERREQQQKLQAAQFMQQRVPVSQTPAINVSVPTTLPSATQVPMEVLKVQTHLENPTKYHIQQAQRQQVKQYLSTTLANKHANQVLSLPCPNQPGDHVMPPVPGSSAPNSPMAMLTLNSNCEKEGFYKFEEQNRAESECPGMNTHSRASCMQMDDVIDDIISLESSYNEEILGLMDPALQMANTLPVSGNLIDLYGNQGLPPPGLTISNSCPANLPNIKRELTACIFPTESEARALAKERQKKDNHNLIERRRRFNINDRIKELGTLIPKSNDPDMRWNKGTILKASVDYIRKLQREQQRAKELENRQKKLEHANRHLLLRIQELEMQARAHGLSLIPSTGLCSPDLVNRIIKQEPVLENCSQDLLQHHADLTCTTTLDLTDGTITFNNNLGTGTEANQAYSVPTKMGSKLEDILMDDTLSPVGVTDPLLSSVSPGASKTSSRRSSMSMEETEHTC
TEAD-YAP inh – TEAD-YAP interaction inhibition, primary screen, TEAD-YAP interaction inhibitor project, luminescence, HEK-TIYL cells; 640,000 tested, 1.4% active; AID 1259422, 2018; inhibition, % at 9.12 µM; TEAD-Gal4/YAP UAS-luciferase luminescence; in the data active means inhibition above about 32%;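 further: 0% = median of test compound wells and 100% = reference inhibitor wells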
Numbers without * were called inactive.

Short keys: A = GPR151 ag; B = FBW7 act; C = MITF primary; D = TEAD-YAP inh
COc1cccc(C2(O)CC(C(F)(F)F)=NN2C(=O)c2cccc([N+](=O)[O-])c2)c1 (stereo unspecified)
  A: 1.6 | B: -0.3 | C: 5 | D: 2
NCCCNCCOCCOc1ccccc1
  A: 0.9 | B: 0.3 | C: 12 | D: -9
O=c1c2sc(=S)n(Cc3ccccc3)c2nc(SCc2ccc(Cl)cc2)n1-c1cccc(Cl)c1
  A: -2.2 | B: 0.3 | C: 9 | D: 4
CCOC(=O)C1C(=O)CC(C)(O)C(C(=O)OCC)C1c1ccccc1 (stereo unspecified)
  A: -0.2 | B: 0.2 | C: -3 | D: -11
COc1ccc(S(=O)(=O)NCCCN2CCOCC2)c2ccccc12
  A: 0.4 | B: -0.1 | C: -1 | D: -4
CC(C)(C)C(=O)Nc1nnc(C23CC4CC(CC(C4)C2)C3)s1
  A: 0.2 | B: 0.0 | C: 12 | D: 1
Cc1cccc(-c2ocnc2C(=O)NCc2ccco2)c1
  A: -0.3 | B: 0.3 | C: 5 | D: -27
O=C(CSc1ccccc1)Nc1cccc2c1C(=O)N(c1ccccc1)C2=O
  A: -0.7 | B: -0.1 | C: -7 | D: 15
Cc1cccn2c(CNCCCn3ccnc3)c(C(=O)N3CCOCC3)nc12
  A: 0.1 | B: 0.0 | C: -2 | D: 3
COc1cc(Nc2ncc(C)c(NCc3nc4ccccc4[nH]3)n2)cc(OC)c1OC
  A: 0.2 | B: 0.0 | C: -3 | D: -13
COCCCNC(=O)C(=O)Nc1cc(Cl)ccc1C
  A: -0.9 | B: 0.2 | C: -8 | D: -4
Fc1cccc(Cl)c1-c1nnc2ccc(Cl)nn12
  A: -1.4 | B: 0.1 | C: 2 | D: -3
CCCNC(=O)CCN1C(=S)NC(C)(C)CC1C (stereo unspecified)
  A: 0.5 | B: -0.1 | C: 2 | D: 9
O=S(=O)(NC1Cc2ccccc2C1NCc1ccc2c(c1)OCO2)c1ccccc1 (stereo unspecified)
  A: 0.2 | B: 0.0 | C: 1 | D: 6
O=S(=O)(c1ccc(F)cc1)N1CCN(c2ncnc3scc(-c4ccccc4)c23)CC1
  A: 1.5 | B: 0.1 | C: 13 | D: 0
COCCNC(=O)Cn1cc2c(n1)-c1c(oc(C(=O)N3CCCC3)c1C)CC2
  A: 0.9 | B: -0.2 | C: 3 | D: 4
CSc1nc2ccccc2n1CC(=O)Nc1c(C)cccc1C
  A: 0.5 | B: -0.3 | C: 1 | D: 6
CCC1CCCCN1C(=O)CSc1nnc(-c2ccc(OC)c(OC)c2)o1 (stereo unspecified)
  A: -0.8 | B: -0.1 | C: 7 | D: 5
CCOC(=O)CSc1nc2ccccc2c2nc(-c3cccc([N+](=O)[O-])c3)nn12
  A: -0.9 | B: 0.7 | C: 16 | D: 18
CCOC(=O)C1=C(C)OC(N)=C(C#N)C1c1ccc(OC)cc1 (stereo unspecified)
  A: -1.8 | B: 0.9 | C: 21 | D: -5
COc1ccc(NC(=S)N(CCN2CCCCCC2)Cc2ccco2)cc1Cl
  A: -0.7 | B: -0.1 | C: -2 | D: -17
CSc1nc2c(c(=O)n(C)c(=O)n2C)n1CCC(C)C
  A: 1.3 | B: 0.0 | C: 1 | D: 6
Oc1ccc(CCNc2nc(NC3CCN(Cc4ccccc4)CC3)nc3nc[nH]c23)cc1
  A: -2.4 | B: 0.0 | C: 16 | D: 1
CC1(C)C(=O)OC(c2ccc(Br)o2)C2(CCCCC2)C1=O (stereo unspecified)
  A: -0.8 | B: 0.2 | C: -1 | D: 5
COc1ccc(/C=C/C(=O)NC2CCCCCCCCCCC2)cc1OC
  A: -1.1 | B: 0.1 | C: 9 | D: 6
COC(CN1C(=O)c2ccc(F)cc2C1=O)OC
  A: -0.8 | B: -0.1 | C: -7 | D: -5
Cc1ccc(CNC(=O)Cn2nnc(-c3ccc(CN4CCC(C)CC4)cc3)n2)cc1
  A: 3.9 | B: 0.2 | C: 9 | D: -14
CC(=O)N(/N=C1\Sc2ccccc2C1=O)c1ccccc1[N+](=O)[O-]
  A: -1.4 | B: -0.4 | C: 25 | D: 59*
O=C(NCc1cccs1)c1ccc(Cn2nnc3ccccc3c2=O)cc1
  A: 0.8 | B: -0.1 | C: -9 | D: 1
CN1CCN(C(=O)c2c(NC(=O)c3ccccc3F)sc3c2CCC3)CC1
  A: -2.6 | B: 0.0 | C: -8 | D: -2
CC(C)CNc1nc(SCC(=O)Nc2ccccc2)nc(N2CCOCC2)n1
  A: -0.4 | B: 0.1 | C: -9 | D: -2
CC(=O)N1C(=S)NC(=O)/C1=C/c1cc2ccccc2nc1N1CCCCC1
  A: -1.9 | B: 0.3 | C: 12 | D: -7
Cc1sc2nc(CN3CCC(C)CC3)[nH]c(=O)c2c1C
  A: -1.0 | B: 0.2 | C: 8 | D: 6
O=C(c1ccco1)N1CCN(c2ccc([N+](=O)[O-])cc2F)CC1
  A: 1.3 | B: -0.2 | C: -3 | D: -14
CCc1ccc(NC(=O)C(=O)N/N=C(\C)CC(=O)NCc2ccccc2)cc1
  A: 0.4 | B: 0.0 | C: 2 | D: -1
O=C(Cn1nc(-c2ccc(Cl)cc2)ccc1=O)NCc1ccccn1
  A: -0.2 | B: 0.0 | C: 8 | D: 3
CCOc1ccc(N(C)S(=O)(=O)c2ccc3[nH]cc(C(=O)NC(C)CC)c(=O)c3c2)cc1 (stereo unspecified)
  A: 0.8 | B: 0.0 | C: 8 | D: 7
COc1ccc(C(=O)N2CCN(Cc3ccc(SC)cc3)CC2)cc1
  A: -1.7 | B: -0.1 | C: 37 | D: 43*
Cc1ccc(/C=N/NC(=O)CNC(=O)c2ccccc2Br)cc1
  A: 1.8 | B: 0.0 | C: -13 | D: 47*
COc1cccc(NC(=O)c2cc3ccccc3oc2=O)c1
  A: -0.6 | B: 0.0 | C: 5 | D: -35
Cc1ccc(NC(=O)CCCNC(=O)Cn2cnc3sc4c(c3c2=O)CCCC4)cc1F
  A: -1.6 | B: -0.1 | C: 4 | D: 5
CCOC(=O)CN(c1ccc(C)cc1)C1SC(=O)N(Cc2cccc(C(=O)O)c2)C1=O (stereo unspecified)
  A: -0.2 | B: 0.5 | C: 0 | D: -3
CCOC(=O)c1sc2nc(C)cc(C)c2c1N
  A: 1.9 | B: 0.3 | C: -3 | D: -32
Cc1cc(NC(=O)CN2C(=O)C(=O)N(Cc3ccco3)C2=O)no1
  A: 1.2 | B: 0.1 | C: 3 | D: -4
CC(C)(C)n1nc2c(c1NC(=O)C1CCCC1)CSC2
  A: 0.0 | B: -0.1 | C: -2 | D: -1
O=C(CSc1nnc(Cc2cccc3ccccc23)n1-c1ccccc1)Nc1ccc2nc(SCC(=O)N3CCOCC3)sc2c1
  A: -0.8 | B: -0.1 | C: 9 | D: 7
O=C(COc1ccc2ccccc2c1)NNC(=O)Cc1cccc2ccccc12
  A: -0.2 | B: 0.1 | C: 2 | D: -10
COc1cc(C=Nc2c(C)n(C)n(-c3ccccc3)c2=O)cc([N+](=O)[O-])c1O
  A: -0.7 | B: 0.7 | C: 12 | D: 10
COc1ccc(C(=O)c2sc3nc(N)c(C#N)cc3c2N)cc1
  A: 2.2 | B: 0.5 | C: 3 | D: -9
Cc1sc2ncnc(SCC(=O)C(C)(C)C)c2c1C
  A: 2.7 | B: -0.3 | C: -5 | D: -16
O=C(CC1CCCC1)Nc1cccc(N2CCC(NCCc3cscn3)CC2)c1
  A: 1.2 | B: 0.3 | C: 8 | D: 6
N#C/C(=C\c1ccccc1OCc1ccc(C(=O)O)cc1)C(=O)Nc1ccc(O)cc1
  A: 3.0 | B: 0.1 | C: 1 | D: 0
COc1ccc(N(CC(=O)NC2CC3CCC2C3)S(=O)(=O)c2ccccc2)cc1 (stereo unspecified)
  A: -0.9 | B: 0.7 | C: 14 | D: -1
CCC(=O)NC(=S)Nc1cc(C(=O)O)ccc1C
  A: -0.5 | B: -0.1 | C: -6 | D: 0
O=C(O)Cn1cc(C(F)(F)F)cc(Cl)c1=O
  A: 1.1 | B: -0.1 | C: 0 | D: 7
Cc1ccc(C(C)C)c(OCC(=O)Nc2ncc(S(=O)(=O)c3ccc([N+](=O)[O-])cc3)s2)c1
  A: -1.3 | B: 0.2 | C: 12 | D: 10
O=C(O)C1CCCCC1C(=O)NCCC1=CCCCC1 (stereo unspecified)
  A: -0.8 | B: 0.1 | C: 18 | D: 3
CC1CCN(c2c(NCc3ccc(C(=O)N4c5ccccc5CC4C)cc3)c(=O)c2=O)CC1 (stereo unspecified)
  A: -1.2 | B: -0.1 | C: -10 | D: 2
Cc1ccc(CNC(=O)C(C)Oc2ccc(F)cc2)cc1 (stereo unspecified)
  A: 2.5 | B: -0.1 | C: 12 | D: 2
CCn1c2ccccc2c2cc(CN3CCN(Cc4ccc5c(c4)c4ccccc4n5CC)CC3)ccc21
  A: -0.3 | B: 0.0 | C: 8 | D: 0

More compounds follow.
Short keys: A = GPR151 ag; B = FBW7 act; C = MITF primary; D = TEAD-YAP inh
CCCC(=O)Nc1nnc(S(=O)(=O)N(CC)c2ccc(Cl)cc2)s1
  A: -0.5 | B: -0.1 | C: 6 | D: 11
Ic1ccc(CSc2ncn[nH]2)cc1
  A: -0.4 | B: 0.0 | C: -7 | D: 4
Cc1cccc(-c2cnc(C)nc2C2CCCN(C(=O)C3CCOCC3)C2)c1 (stereo unspecified)
  A: -1.0 | B: 0.6 | C: 18 | D: -11
CC(C)N(C)S(=O)(=O)c1cccc(C(=O)O)c1
  A: 2.8 | B: -0.1 | C: 0 | D: -1
Cc1ccccc1CN[C@H]1C[C@H]2C(=O)N[C@H](C)C(=O)N2C1
  A: -2.1 | B: 0.0 | C: -6 | D: -5
Cc1cc(C)n(S(=O)(=O)c2ccc(I)cc2)n1
  A: 0.9 | B: 0.1 | C: 11 | D: 0
COc1cc(C)ccc1OCCn1c(-c2ccc(Br)cc2)nc2ccccc2c1=O
  A: 1.3 | B: 0.1 | C: 7 | D: -2
COC(=O)C1=C(C)N(C)C(C)=C(C(=O)OC)C1c1cccc([N+](=O)[O-])c1
  A: 2.8 | B: -0.1 | C: 12 | D: 0
Cc1cc(C(=O)O)cc(S(=O)(=O)Nc2ccccc2F)c1C
  A: 0.8 | B: 0.3 | C: -1 | D: -1
N#CCC(=O)N/N=C/c1ccc(N2CCOCC2)o1
  A: -0.5 | B: 0.5 | C: 54* | D: 0
O=C(CCC(=O)N(c1ccccc1)c1ccccc1)OCC(=O)c1ccc(Cl)cc1
  A: -0.2 | B: 0.1 | C: 15 | D: -2
O=C(NCCc1c[nH]c2ccccc12)c1cc2nc(-c3ccc(Cl)cc3)cc(C(F)(F)F)n2n1
  A: -1.5 | B: 0.4 | C: 1 | D: 5
Cc1cccc2nc(CSc3nc4cc([N+](=O)[O-])ccc4s3)cn12
  A: 2.7 | B: -0.1 | C: 13 | D: 7
Cc1ccc(/C=C/S(=O)(=O)NCC(=O)OCC(=O)NC(C)(C)C)cc1
  A: -0.4 | B: -0.1 | C: -2 | D: 5
COc1ccc(-n2cc(-c3ccccc3)c3c(Nc4cccc(OC)c4)ncnc32)cc1
  A: 0.6 | B: -0.1 | C: 6 | D: 1
COc1cccc(/C(O)=C/C(=O)C(=O)Nc2ccc(F)c(Cl)c2)c1
  A: -1.4 | B: 0.1 | C: 17 | D: -1
COC(=O)Cc1c(-c2ccccc2)c2cc(Cl)ccc2[nH]c1=O
  A: -2.1 | B: -0.1 | C: 7 | D: 7
COc1ccc(CCN2CC(=O)N3CCCC(C4=CC(=O)C=CC4=O)=C3C2=O)cc1OC
  A: 0.1 | B: -0.1 | C: -1 | D: 0
CCN(CCCNC(=O)CNC(=O)c1nn(-c2ccc(OC)cc2OC)c(=O)c2ccccc12)Cc1ccccc1
  A: 2.7 | B: -0.1 | C: 9 | D: 10
COc1ccc(-n2cc(C(=O)Nc3ccc(OC)c(OC)c3)c3ccccc3c2=O)cc1
  A: 1.0 | B: 0.5 | C: 13 | D: 2
O=C(Nc1ccccc1)c1scc2c1CCCC2
  A: -5.3 | B: 0.0 | C: 12 | D: -14

Structural class, the entries above containing a Cl atom.
Short keys: A = GPR151 ag; B = FBW7 act; C = MITF primary; D = TEAD-YAP inh
O=c1c2sc(=S)n(Cc3ccccc3)c2nc(SCc2ccc(Cl)cc2)n1-c1cccc(Cl)c1
  A: -2.2 | B: 0.3 | C: 9 | D: 4
COCCCNC(=O)C(=O)Nc1cc(Cl)ccc1C
  A: -0.9 | B: 0.2 | C: -8 | D: -4
Fc1cccc(Cl)c1-c1nnc2ccc(Cl)nn12
  A: -1.4 | B: 0.1 | C: 2 | D: -3
COc1ccc(NC(=S)N(CCN2CCCCCC2)Cc2ccco2)cc1Cl
  A: -0.7 | B: -0.1 | C: -2 | D: -17
O=C(Cn1nc(-c2ccc(Cl)cc2)ccc1=O)NCc1ccccn1
  A: -0.2 | B: 0.0 | C: 8 | D: 3
O=C(O)Cn1cc(C(F)(F)F)cc(Cl)c1=O
  A: 1.1 | B: -0.1 | C: 0 | D: 7
CCCC(=O)Nc1nnc(S(=O)(=O)N(CC)c2ccc(Cl)cc2)s1
  A: -0.5 | B: -0.1 | C: 6 | D: 11
O=C(CCC(=O)N(c1ccccc1)c1ccccc1)OCC(=O)c1ccc(Cl)cc1
  A: -0.2 | B: 0.1 | C: 15 | D: -2
O=C(NCCc1c[nH]c2ccccc12)c1cc2nc(-c3ccc(Cl)cc3)cc(C(F)(F)F)n2n1
  A: -1.5 | B: 0.4 | C: 1 | D: 5
COc1cccc(/C(O)=C/C(=O)C(=O)Nc2ccc(F)c(Cl)c2)c1
  A: -1.4 | B: 0.1 | C: 17 | D: -1
COC(=O)Cc1c(-c2ccccc2)c2cc(Cl)ccc2[nH]c1=O
  A: -2.1 | B: -0.1 | C: 7 | D: 7
